Pf apPOL block = Pf-apPOL DNA polymerase inhibition; Recombinant Pf-apPOL, molecular beacon fluorescence, 1.5 h; inhibition, % at 10 µM; 210,000 compounds, 0.25% hits
mHTT CaM bind = inhibitors of human mutant huntingtin-calmodulin interaction; P42858; AlphaScreen His-mHTT/GST-CaM binding, luminescence; inhibition, % at 15 µM; 190,000 compounds, 3.6% hits; AID 1671202;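 further: 0% = both proteins with DMSO and 100% = one protein alone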
Starred values were filed as active, the others as inactive; / = not tested or not shown; & = joins results of further samples. No stated cut-off is given here; in the data, active means inhibition above about 50%; inactive means the rest.

Results follow in this order: Pf apPOL block | mHTT CaM bind
- COc1ccc(/C=C2\Cc3ccccc3C2=O)c(OC)c1
  -9 | 22
- O=[N+]([O-])c1ccc(NS(=O)(=O)c2ccc(Br)cc2)cc1
  -8 | 8
- OC(CC#CCN1CCCC1)(c1ccccc1)c1ccccc1
  0 | -3
- Nc1nc(N)n(-c2ccccc2)c(=Nc2ccccc2)n1
  -22 | /
- CSc1ccc(C(=O)c2[nH]c(=O)[nH]c2C)cc1
  -8 | /
- CCn1c(=O)c(-c2nc(-c3ccc(Br)cc3)no2)c(O)c2ccccc21
  2 | 0
- CCCCC(=O)Nc1ccc(NC(=O)c2ccccc2OC)cc1OC
  1 | 8
- C=CCN1C(=O)C(C)(C)COc2cc(NC(=O)c3cccc(OC)c3OC)ccc21
  -2 | 9
- CC1=C(C(=O)Nc2ccc(C)cn2)C(c2ccc(Br)cc2)C2=C(CCCC2=O)N1 (stereo not drawn)
  -4 | 10
- Cc1nc2cc(N3CC(C(=O)NCc4ccc(C)c(C)c4)CC3=O)ccc2o1 (stereo not drawn)
  3 | 5
- COc1ccc(NC(=O)c2c(C)c(C)c(C)c(C)c2C)c([N+](=O)[O-])c1
  5 | 16
- Cc1cc(C)c(S(=O)(=O)NCCn2ccc3ccccc32)c(C)c1
  -2 | 5
- N#Cc1c(OCC(F)(F)F)ccc(Sc2ncccc2C(F)(F)F)c1OCC(F)(F)F
  -32 | /
- CCc1c(C(=O)O)nnn1-c1ccc(C)c(F)c1
  3 | 3
- Cc1cc(C)nc(NC(=O)CN2C(=O)c3ccccc3S2(=O)=O)n1
  5 | -12
- Cc1cc(C(=O)Nc2ccc(I)cc2Cl)ccc1[N+](=O)[O-]
  -3 | -7
- C=CC(C)(O)CC1C(C)(O)CCC2C(C)(C)CCCC21C (stereo not drawn)
  1 | 29
- CCc1ccc(O)c(N=Cc2cc(Cl)ccc2O)c1
  -2 | 16
- CN1[C@@H](Cc2ccccc2)COc2cc(N3CCCC3)ccc2S1(=O)=O
  0 | -9
- CCNc1cc(N2CCC(CCC(=O)NCc3ccc(Cl)cc3)CC2)ncn1
  -3 | 1

Some of these compounds in order of molar mass, falling.
Results follow in this order: Pf apPOL block | mHTT CaM bind
- N#Cc1c(OCC(F)(F)F)ccc(Sc2ncccc2C(F)(F)F)c1OCC(F)(F)F
  -32 | /
- CC1=C(C(=O)Nc2ccc(C)cn2)C(c2ccc(Br)cc2)C2=C(CCCC2=O)N1 (stereo not drawn)
  -4 | 10
- CCn1c(=O)c(-c2nc(-c3ccc(Br)cc3)no2)c(O)c2ccccc21
  2 | 0
- C=CCN1C(=O)C(C)(C)COc2cc(NC(=O)c3cccc(OC)c3OC)ccc21
  -2 | 9
- CCNc1cc(N2CCC(CCC(=O)NCc3ccc(Cl)cc3)CC2)ncn1
  -3 | 1
- CN1[C@@H](Cc2ccccc2)COc2cc(N3CCCC3)ccc2S1(=O)=O
  0 | -9
- O=[N+]([O-])c1ccc(NS(=O)(=O)c2ccc(Br)cc2)cc1
  -8 | 8
- Cc1cc(C)nc(NC(=O)CN2C(=O)c3ccccc3S2(=O)=O)n1
  5 | -12
- Cc1cc(C)c(S(=O)(=O)NCCn2ccc3ccccc32)c(C)c1
  -2 | 5
- OC(CC#CCN1CCCC1)(c1ccccc1)c1ccccc1
  0 | -3
- C=CC(C)(O)CC1C(C)(O)CCC2C(C)(C)CCCC21C (stereo not drawn)
  1 | 29
- COc1ccc(/C=C2\Cc3ccccc3C2=O)c(OC)c1
  -9 | 22
- CCc1ccc(O)c(N=Cc2cc(Cl)ccc2O)c1
  -2 | 16
- CSc1ccc(C(=O)c2[nH]c(=O)[nH]c2C)cc1
  -8 | /

Full records from above. Screens in order: Pf apPOL block	mHTT CaM bind
CN1[C@@H](Cc2ccccc2)COc2cc(N3CCCC3)ccc2S1(=O)=O reads 0	-9
OC(CC#CCN1CCCC1)(c1ccccc1)c1ccccc1 reads 0	-3

Later entries.
Results follow in this order: Pf apPOL block | mHTT CaM bind
- O=C(Cc1ccc(F)cc1)N1CCc2ccccc2C1
  -4 | -5
- N#CC1=CN(c2ccccc2Br)c2ccc(F)cc2S1(=O)=O
  1 | -9
- O=C(Nc1ccc(S(=O)(=O)N2CCCCC2c2cccnc2)cc1)c1ccccc1F (stereo not drawn)
  -3 | 19
- O=C1C(=Cc2ccc(F)cc2)Oc2c1ccc1c2CN(CC2CCCO2)CO1 (stereo not drawn)
  -4 | 27
- O=C(CSc1ncnc2c1cnn2-c1ccc(Cl)cc1)Nc1ccc(F)cc1F
  -3 | -6
- O=C1c2ccccc2-c2nn(-c3ccccc3)c(=O)c3ccc(Cl)c1c23
  -11 | -1
- c1coc(CNc2nc(-c3ccncc3)nc3c2CCC3)c1
  -3 | -1
- CS(=O)(=O)N1CCc2cc(Br)ccc21
  -2&4 | -7&-9&-6
- COC(=O)c1ccc(N2CCN(C)CC2)c(NC(=O)Cc2ccccc2)c1
  0 | -8
- COCCNC(=O)c1ccc(-c2nc(-c3cccc(F)c3)no2)cc1
  -4 | -2
- CCOc1ccc2nc(Cl)c(C3CC(c4ccc(OC)cc4)=NN3C(=O)c3ccco3)cc2c1 (stereo not drawn)
  -8 | 7
- COC(=O)c1ccc(CSc2ccc(NC(=O)C3CC3)nn2)o1
  4 | 3
- CCNC(=O)C(C1CCCC1)N1CCN(C(=O)c2cccc(C(F)(F)F)c2)CC1 (stereo not drawn)
  1 | 7
- COc1ccccc1C=CC=C1Oc2cc(OC(=O)N3CCOCC3)ccc2C1=O
  -5 | 43
- CSc1ccc(Cl)c(C(=O)NCC(C)c2ccccc2)c1 (stereo not drawn)
  -8 | -12
- O=C(c1ccoc1)N1CCCC(OCc2nc(C3CC3)no2)C1 (stereo not drawn)
  -2 | -4
- COc1ccccc1CNS(=O)(=O)c1cc(C(=O)Nc2ccc(C(C)C)cc2)ccc1F
  -3 | 9
- COC(=O)c1ccc2nc(NC(=O)CSC(C)=O)sc2c1
  6 | -10
- O=C(NC1CC2CC1N(S(=O)(=O)c1ccc3c(c1)CCC3)C2)c1ccccc1 (stereo not drawn)
  -5 | 5
- Cc1ccccc1NC(=O)N1CCC2(CC1)NC(=O)c1ccc(Cl)cc1N2C
  -6 | 19

(listing goes on)
Results follow in this order: Pf apPOL block | mHTT CaM bind
- Cc1ccc(NC(=O)N2CCC(c3nc(C(=O)N4CCCC4)c(C)o3)CC2)c(C)c1
  -10 | -7
- Cc1ccccc1NC(=O)c1ccccc1O
  3 | -3
- CCOC(=O)N1CCC2(CC1)N=C(c1cc(Cl)ccc1O)CC(c1ccccc1)N2 (stereo not drawn)
  -5 | 40
- COc1ccccc1NC1OC(=O)c2ccccc21 (stereo not drawn)
  -3 | -1
- Cc1ccc(C)c(S(=O)(=O)N2CCC(c3noc(-c4ccc(F)cc4)n3)CC2)c1
  -4 | -7
- Cc1ccc(N2CCN(C(=O)c3ccccc3C)C(C)C2=O)cc1Cl (stereo not drawn)
  -3 | -2
- CCN(CC)c1nc(=O)c2cc(NC(=O)C3CC3)ccc2s1
  -2 | 1
- CCCCOCC(O)CN1CCCCC1 (stereo not drawn)
  / | 0
- O=C(Nc1ccc2c(c1)OCO2)C1c2ccccc2Oc2ccccc21
  -2 | 15
- COc1cccc(C2=NOC(C(=O)Nc3ccc(C(C)=O)cc3)C2)c1OC (stereo not drawn)
  -2 | -5
- CCOc1ccc(-c2noc(C)n2)cc1
  6 | -7
- CSc1ccc(CNC(=O)C2CCCN(C(=O)Cc3cccc4ccccc34)C2)cc1 (stereo not drawn)
  0 | 5
- NC(N)=NN=Cc1cc([N+](=O)[O-])cc(Cl)c1O
  44 | /
- CSc1oc(-c2ccc(C)cc2)nc1S(=O)(=O)c1ccccc1
  -8 | -6
- COc1ccc(-c2n[nH]c(=S)o2)cc1OC
  / | -1
- C=CCNC(=O)CN(c1ccc(OC)c(Cl)c1)S(C)(=O)=O
  1 | 0
- O=C(CSc1nccn1Cc1ccco1)NC1CCCCC1
  -6 | -10
- CC1C(=O)N(c2ccc(F)c(Cl)c2)CCN1C(=O)c1ccc(F)cc1 (stereo not drawn)
  1 | -7
- Cc1cccc(NC(=O)c2ccc(-c3cccc(F)c3)nc2)c1
  -1 | -15
- COc1ccc(C(=O)N2CCCC(C(=O)N3CCCCCC3)C2)cc1 (stereo not drawn)
  -2 | -2

Next compounds:
Compound,Pf apPOL block,mHTT CaM bind
O=S1(=O)N=C(CCNCCC2=NS(=O)(=O)c3ccccc3N2)Nc2ccccc21,-3,8
CC(C)CNS(=O)(=O)c1ccc2nc(NC(=O)c3ccco3)sc2c1,45,26
Cc1ccccc1-c1noc(C2CCCN2C(=O)Nc2cc(F)ccc2F)n1 (stereo not drawn),-4,-10
CC1(C(=O)N2CCCCC2)CC(c2ccccc2)=NO1 (stereo not drawn),3,-3
CCOc1nn(CC)cc1-c1nnc(SCC(=O)NC2CCCC2)n1C,-8,-7
CCN1CCN(C(=O)C2CCN(S(=O)(=O)N3CCC4(CC3)OCCO4)CC2)CC1,-14,-4
Cc1csc(NC(=O)c2cn(CC3CCCO3)cc3c(=O)n(-c4ccccc4)nc2-3)n1 (stereo not drawn),-3,-20
O=C1OC(C2CCCCC2)=N/C1=C/c1ccc([N+](=O)[O-])cc1,8,1
CC1(C)CC(=O)C2=C(C1)OC(=O)C2(NC(=O)c1cccs1)C(F)(F)F (stereo not drawn),/,-6
COc1cccc(NC(=O)Nc2nnc(-c3ccccc3)s2)c1,-4,0
CN1C(=O)C(=Cc2ccc(N3CCc4ccccc4C3)c([N+](=O)[O-])c2)C(=O)N(C)C1=O,1,9
COc1cc(C2NCCc3cc(O)c(O)cc32)cc(OC)c1OC (stereo not drawn),2,-2
O=C(Nc1ccc2c(c1)OCO2)N1CC2CC1CC2NS(=O)(=O)c1ccccc1 (stereo not drawn),-5,1
CC(C)NC(=O)CC1Sc2ncccc2N(C)C1=O (stereo not drawn),2,-15
O=C(Nc1ccc(Cl)cc1)Oc1ccc(C2SCCS2)cc1,-11,/
NC(=O)C1CCN(C(=O)COc2ccccc2Cl)CC1,-4,-4
O=S1(=O)CCC(S(=O)(=O)NCc2ccccc2)C1 (stereo not drawn),-11&-9,1
C=CCCC(=O)NCC1(CO)CC1,-3,-11
Cc1ccc(C)c(N2CCN(C(=O)CCc3ccccc3)C(C)C2=O)c1 (stereo not drawn),-5,3
CCCCNC(=O)C1(O)c2cc(Br)ccc2NC(=O)N1c1ccc(CC)cc1 (stereo not drawn),-6,3
Cc1noc(NS(=O)(=O)c2ccc(NC(=O)CSc3nc4ccccc4o3)cc2)c1C,3,6
COCCN1C(=O)c2ccccc2C(C(=O)Nc2cccc(OC)c2)C1c1ccc(F)cc1 (stereo not drawn),1,4
CCc1cccc(C)c1NC(=O)CCN1C(=O)c2cccc([N+](=O)[O-])c2C1=O,4,1
CCCOc1ccc(C(O)=C2C(=O)C(=O)N(CCCN(C)C)C2c2cccc([N+](=O)[O-])c2)cc1 (stereo not drawn),-3,-1
COc1cc(NC(=O)CC(C)C)ccc1NC(=O)c1cc2ccccc2o1,0,4
COc1ccc(CN2CCOCC2)c(O)c1,-4,-2
COc1ccc(C(O)CN2CCN(c3ccccc3C)CC2)cc1 (stereo not drawn),1,-3
O=C(O)C1CCCN1C(=O)Cc1ccccc1 (stereo not drawn),-9,-7
Cc1ccc(Cn2cnc3c2c(=O)n(C2CC2)c(=O)n3-c2ccccc2C)cc1,-9,6
O=C(c1cccc2[nH]cc(CN3CCCC3)c12)N1CCN(c2ccccc2)CC1,1,54*

(cont.)
Compound,Pf apPOL block,mHTT CaM bind
CC(NC(=O)OC(C)(C)C)C(=O)NC(Cc1ccccc1)C(=O)O (stereo not drawn),-3,/
O=C(CN(c1ccc(Cl)cc1Cl)S(=O)(=O)c1ccccc1)NCc1cccnc1,-13,9
COc1cccc(CNC(=O)Cc2cc(=O)[nH]c(SCC(=O)N3CCOCC3)n2)c1,0,-12
Cn1c(=O)c2c(nc(NCCOCCO)n2Cc2ccc(Br)cc2)n(C)c1=O,5,5
CNC(=O)c1nn(C)cc1NS(=O)(=O)c1cnn(C)c1C,/,-4
CC(C)Sc1nnc(SC(C)C)c2ccccc12,-3,-9
Cc1nc(N=CNO)ccc1Br,-9,/
O=S(=O)(Nc1nc2ccc(Cl)cc2s1)c1ccc(F)cc1,0,25
COc1ccc(CNC(=O)c2cc3c(s2)CCN(C(C)=O)C3)c(OC)c1,0,18
CCN(C)C(=O)c1cc(-c2ccc(C(C)(C)C)cc2)on1,-1,-2
O=C(c1c2oc(-c3ccc(Cl)cc3)ccc-2c2ccccc12)C(F)(F)F,5,/
COc1cc(S(=O)(=O)N2CCN(c3ccccc3)CC2)ccc1Cl,-7,-5
Cc1nc2c(c(N(C)CCc3c(C)nn(C)c3C)n1)CCC2,-2,-6
CCC(=O)Oc1ccc2c(=O)c(-c3ccc4c(c3)OCCO4)c(CC)oc2c1,4,1
CCOCCCNC(=O)C1CCCN(Cc2nc(-c3cccc(C)c3)oc2C)C1 (stereo not drawn),2,15
COc1cc(C)ccc1S(=O)(=O)n1cnc2cc(C)c(C)cc21,-3,-2
COc1cc(C(=O)Nc2nc(-c3ccc(Cl)cc3Cl)cs2)cc(OC)c1OC,2,6
OCC[n+]1ccc(/C=C/c2c[nH]c3ccccc23)cc1,4,-2
CCSc1sc(CC)cc1C1C(C(=O)Nc2cccnc2)=C(C)NC2=C1C(=O)CCC2 (stereo not drawn),1,32
CCOc1ccc(N(C(C)C(=O)NCc2ccccc2OC)S(C)(=O)=O)cc1 (stereo not drawn),4,1
O=C(Nc1cc(Cl)cc(Cl)c1)c1cc(S(=O)(=O)NC2CCCC2)ccc1F,-10,-20
CC(Cc1ccccc1)N1CCC(=O)C2=C1CCCC2 (stereo not drawn),2,7
CCN1C(=O)CCC2(CN(C)C(=O)c3ccc(F)cc3)CCCC12 (stereo not drawn),0,-12
Cc1c(Cl)cccc1NC(=O)C(NS(=O)(=O)c1cccs1)C(C)C (stereo not drawn),7,0
COCCn1c(C2CCN(C(=O)C(C)C)C2)nc2cccnc21 (stereo not drawn),-2,-1
CC(C)c1ccc(Nc2nc3cccnc3s2)cc1,-66,/
CCn1cc(C(=O)Nc2cccc(O)c2)c(=O)c2ccc(C)nc21,-75,6
COc1cccc(C(=O)NC2CCN(c3ccc(C)cc3)C2=O)c1 (stereo not drawn),-3,-2
CC(C)N1C(=O)CCC1C(=O)NCc1ccccc1Cl (stereo not drawn),-15,-10
CCOc1ccc(-n2ccnc(NC(=O)c3cccc(F)c3)c2=O)cc1,-2,2
